Neddylation inh: blocks human cullin neddylation | AID 651699 | hit rate 0.58% among 360,000 | calls only at 25 µM | P61081+Q13564 | TR-FRET cullin neddylation, biochemical; in the data active means inhibition above about 36%
DNMT1 inh: blocks human DNA methyltransferase DNMT1; P26358; inhibition (reported as % activation of signal), % at 10 µM; DNMT1 molecular beacon, Hinp1I cleavage, fluorescence; hit rate 0.83% among 360,000; in the data active means inhibition above about 50%
SUMO1 PPI mod: alters human SUMO1 binding to SIM partners; inhibition, % at 20 µM; AID 602429; hit rate 0.33% among 360,000; SUMO1 binding to a labelled peptide, TR-FRET, 1 h; P63165; in the data active means inhibition above about 37%
Target sequence (P63165 whole entry, looked up): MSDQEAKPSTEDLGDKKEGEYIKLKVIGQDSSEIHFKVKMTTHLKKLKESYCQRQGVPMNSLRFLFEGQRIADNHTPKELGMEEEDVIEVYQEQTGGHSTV
LMPTP block: blocks human LMPTP phosphatase; hit rate 0.22% among 360,000; inhibition, % at 20 µM; recombinant LMPTP-A, OMFP fluorogenic substrate, fluorescence intensity; P24666;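 active means compounds that cut the enzyme signal by at least half of the control window in the single-dose screen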;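 further: plate controls were DMSO wells with enzyme plus substrate for no effect and substrate without enzyme for full effect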
Target sequence (P24666 whole entry, looked up): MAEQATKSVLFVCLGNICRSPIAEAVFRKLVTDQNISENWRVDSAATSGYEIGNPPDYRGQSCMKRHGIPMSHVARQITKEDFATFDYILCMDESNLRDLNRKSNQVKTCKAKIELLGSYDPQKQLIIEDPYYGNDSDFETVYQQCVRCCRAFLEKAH
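Assay system: LMPTP-A phosphatase enzyme | Input: 0.625 nM enzyme | Also added: Fluorogenic phosphatase substrate OMFP at 400 µM final | Compound dosing: One test concentration per compound, 20 µM, with 3% DMSO overall | Schedule: 50 min enzyme reaction at room temperature, protected from light | Signal: Fluorescence intensity | Benchmarks: no-enzyme and uninhibited controls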
Scp1 inh: blocks human Scp-1 phosphatase activity | inhibition, % at 20 µM | hit rate 0.88% among 340,000 | Recombinant Scp1, phosphopeptide, malachite green phosphate absorbance | Q9GZU7;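 active means inhibition above about 50% at 20 µM, limit read from the data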;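 further: plate controls were DMSO wells with enzyme for no effect and wells lacking enzyme for full effect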
Target sequence (Q9GZU7 76-261 limits assumed): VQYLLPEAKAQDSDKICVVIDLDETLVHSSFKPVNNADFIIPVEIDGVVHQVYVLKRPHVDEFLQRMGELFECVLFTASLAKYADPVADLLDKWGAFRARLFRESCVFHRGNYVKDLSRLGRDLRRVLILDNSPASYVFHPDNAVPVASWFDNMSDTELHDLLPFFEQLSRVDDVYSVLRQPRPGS
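Assay system: SCP-1 catalytic fragment, aa 76-261 | Buffer or medium: Tris acetate buffer pH 5.5 with MgCl2 and Tween-20 | Compound: One concentration, 20 µM, with 1.0% DMSO | Also added: Phospho 17-mer peptide substrate | Signal: Absorbance at 630 nm | Incubation: 45 min enzyme reaction at room temperature | Measure: % inhibition of SCP-1 phosphate liberation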
STEP block: STEP (human) phosphatase inhibition; recombinant STEP, OMFP fluorogenic substrate, fluorescence; inhibition, % at 20 µM; hit rate 0.25% among 360,000; AID 588621;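 active means inhibition at 20 µM, scaled per plate between control wells, above about 37%, limit read from the data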;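 further: 0% = DMSO with enzyme and substrate and 100% = substrate only without enzyme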
Target sequence (P54829 whole entry, looked up): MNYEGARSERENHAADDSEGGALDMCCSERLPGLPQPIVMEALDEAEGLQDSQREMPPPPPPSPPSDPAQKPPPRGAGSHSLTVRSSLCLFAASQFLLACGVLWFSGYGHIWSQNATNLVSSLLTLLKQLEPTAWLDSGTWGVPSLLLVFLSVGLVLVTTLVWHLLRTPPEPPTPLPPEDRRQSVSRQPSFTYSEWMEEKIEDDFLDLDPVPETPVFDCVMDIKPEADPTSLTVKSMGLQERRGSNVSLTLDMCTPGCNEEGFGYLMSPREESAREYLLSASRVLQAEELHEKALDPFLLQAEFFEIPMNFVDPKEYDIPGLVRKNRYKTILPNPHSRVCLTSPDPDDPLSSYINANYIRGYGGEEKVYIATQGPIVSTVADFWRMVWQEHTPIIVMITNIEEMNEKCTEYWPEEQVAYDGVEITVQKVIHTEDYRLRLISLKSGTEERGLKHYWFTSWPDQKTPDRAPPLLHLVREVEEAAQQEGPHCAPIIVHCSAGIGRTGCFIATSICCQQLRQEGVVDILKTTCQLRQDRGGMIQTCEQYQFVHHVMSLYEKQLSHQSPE
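Material: STEP (striatal-enriched tyrosine phosphatase) enzyme, cell-free; Compound dosing: 20 µM single dose in 1% DMSO; Technique: fluorescence read at 480 nm ex / 540 nm em; Times: reaction 20 min, ambient temperature; Medium: 50 mM Bis-Tris pH 6.0 with 2.5 mM DTT and 0.005% Tween 20; Also added: OMFP at 25 µM.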
Tb MetRS inh: blocks T. brucei methionyl-tRNA synthetase activity; inhibition, % at 11.9 µM; purified T. brucei MetRS, ATP depletion, Kinase-Glo luminescence; AID 624268; hit rate 0.4% among 360,000;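 active means inhibition above a per-plate cutoff of the control wells' mean inhibition plus 3 SD, cut at about 5.5% in these data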;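 further: 0% = DMSO wells median and 100% = median of wells with control inhibitor compound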
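Test system – parasite MetRS enzyme · Reagent – substrates ATP, L-methionine and bulk Escherichia coli tRNA · Doses – 11.9 µM compound single dose, 0.9% DMSO · Times – 15 min enzyme-compound preincubation, 2 h reaction, 10 min detection, 25 °C · Signal – Kinase-Glo luminescence, ATP depletion format · Controls – DMSO-only wells as low control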
SKN-1 inh: blocks SKN-1 activity in C. elegans; C. elegans VP596 Pgst-4::GFP/RFP ratio, acrylamide-induced, 24 h; AID 624304; inhibition, % at 21.8 µM; hit rate 0.49% among 360,000;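 active means interference check ratio from 0.5 to 1.5 plus GFP to RFP signal ratio inhibition reaching or exceeding a fixed threshold, cut at about 30% in these data, passing the limit was not always enough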; further: some compounds called inactive have numbers as strong as hits
NadD block: inhibitors of Staphylococcus aureus NadD; purified NadD enzyme, colorimetric absorbance read-out; inhibition, % at 20 µM; hit rate 0.78% among 360,000; AID 602399; in the data active means inhibition above about 26%; further: some compounds past the cut are filed as inactive
CendR NRP1 mod: NRP-1/CendR interaction modulation; FAM-RPARPAR peptide binding to NRP-1, fluorescence polarization; AID 602438; inhibition, % at 25 µM; hit rate 0.85% among 360,000;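 active means inhibition or corrected inhibition above about 18%, plus a signal ratio from 0.5 to 1.5, limit read from the data, passing the limit was not always enough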; further: strong numbers were not always called active
The depositor's hits bear a star; i = inactive; . = no result given. Compounds as they come; overall some 4.6% were active at least once.

SMILES	Neddylation inh	DNMT1 inh	SUMO1 PPI mod	LMPTP block	Scp1 inh	STEP block	Tb MetRS inh	SKN-1 inh	NadD block	CendR NRP1 mod
COC(=O)c1cccc(N(C(=O)CNC(=O)c2ccco2)C(C(=O)NC2CCCC2)c2ccco2)c1 (stereo not drawn)	i	0	3	-2.3	-5	-3	-0.5	5	-2	-1
COc1ccc(OC)c(S(=O)(=O)Nc2cc(OC)c(Cl)cc2OC)c1	i	69*	3	0.3	-5	2	-1.1	-10	-7	-1
CCC(C)N(C(=O)COC(=O)CNC(=O)c1ccccc1F)C1CCS(=O)(=O)C1 (stereo not drawn)	i	3	1	-1.5	-7	-1	0.0	-6	-4	2
Cc1ccc(OC(=O)c2ccc([N+](=O)[O-])cc2Cl)cn1	i	-2	-37	-0.7	-7	3	-1.2	-16	-5	2
COc1cccc(C2=NOC(C(=O)NCc3ccccn3)C2)c1 (stereo not drawn)	i	-3	-1	0.9	2	-21	-0.8	-9	-6	3
COc1ccc(C(=O)N(C)CCCC2CCCC2)cc1OC1CCN(C(C)C)CC1	i	0	3	1.6	-2	6	-0.3	10	0	9
COc1cc2c(cc1CNC[C@H]1O[C@@H](n3ccc(N)nc3=O)[C@H](O)[C@@H]1O)OCO2	i	0	-2	-0.5	.	7	-0.7	14	3	4
COC(=O)CN1C(=O)N/C(=C/c2cc(OC)c(OC)cc2C)C1=O	i	-1	-3	0.4	-3	-2	-0.4	-5	-9	9
CC(=O)c1ccc(OCC(=O)Nc2cccc(S(=O)(=O)N3CCCC3)c2)cc1	i	18	2	-0.3	-3	0	-0.3	2	0	-2
O=[N+]([O-])c1cc(-c2ccn[nH]2)ccc1Cl	i	2	-19	1.1	-4	-2	-0.4	22	-4	-2

Profiles as entered above:
Record of COc1ccc(C(=O)N(C)CCCC2CCCC2)cc1OC1CCN(C(C)C)CC1 : Neddylation inh = i; DNMT1 inh = 0; SUMO1 PPI mod = 3; LMPTP block = 1.6; Scp1 inh = -2; STEP block = 6; Tb MetRS inh = -0.3; SKN-1 inh = 10; NadD block = 0; CendR NRP1 mod = 9
Record of COC(=O)CN1C(=O)N/C(=C/c2cc(OC)c(OC)cc2C)C1=O : Neddylation inh = i; DNMT1 inh = -1; SUMO1 PPI mod = -3; LMPTP block = 0.4; Scp1 inh = -3; STEP block = -2; Tb MetRS inh = -0.4; SKN-1 inh = -5; NadD block = -9; CendR NRP1 mod = 9

Next part.
SMILES	Neddylation inh	DNMT1 inh	SUMO1 PPI mod	LMPTP block	Scp1 inh	STEP block	Tb MetRS inh	SKN-1 inh	NadD block	CendR NRP1 mod
CCN1C(=O)S/C(=C\c2ccc(N3CCOCC3)cc2C)C1=O	i	-3	-26	0.6	-5	1	0.1	6	2	-64
Cc1ccc(C(=O)NC(=S)Nc2cc(C(F)(F)F)ccc2Cl)cc1	i	10	2	0.7	-7	-3	0.4	7	1	-1
Cc1ccc(S(=O)(=O)N2CCCN(S(=O)(=O)c3ccc(C)c(C)c3)CC2)cc1C	i	-1	6	2.4	-8	1	-0.3	-2	-10	0
CC(C)(C)CNC(=O)c1cccc2c1C(=O)c1ccc(-c3cc4ccccc4o3)cc1S2(=O)=O	i	31	3	-1.6	3	-1	-0.3	4	24	0
Cc1ccc(NCc2cccnc2)cc1	i	-1	-6	-4.0	6	-1	-0.6	-9	-16	7
Cc1ccc(NC(=O)CCCOc2ccccc2)cc1S(=O)(=O)N1CCOCC1	i	-5	-1	0.0	-7	-2	-0.3	-16	-2	20
C/C(CC(=O)Nc1ccc(C)c(Cl)c1)=N\NC(=O)Cc1cccs1	i	-1	-4	3.2	-7	1	-0.4	10	-2	17
COC(=O)C(CC(C)C)NC(=O)/C=C/c1ccc(Cl)cc1 (stereo not drawn)	i	7	0	-1.0	-9	3	0.4	-1	8	5
COc1cc2[nH]c(=O)n(CCC(=O)NC3CCN(Cc4ccccc4)CC3)c(=O)c2cc1OC	i	0	0	0.2	0	-1	-0.1	-5	-5	8
CN(C)c1ccc(-c2cccc(C3CC=CC4C3C(=O)N(Cc3ccccc3)C4c3ccc(C(F)(F)F)cc3)c2)cc1 (stereo not drawn)	i	2	4	-0.1	6	1	-0.2	-3	31*	3
Cc1ccc(S(=O)(=O)N(Cc2cc3ccccc3[nH]c2=O)c2cccc(C)c2)cc1	i	-4	-9	0.9	-2	2	-0.1	-4	1	5
CCOC(=O)CSc1cc(=O)n(C)c2cc(Cl)ccc12	i	-2	2	-0.9	-7	0	-1.0	-10	1	4
O=C(O)c1c[nH]c2ccc(F)cc2c1=O	i	0	0	0.1	-3	0	-0.5	4	-3	4
COc1ccc(CCNC(=O)C2CCCN2C(=O)Nc2ccc(Cl)cc2)cc1OC (stereo not drawn)	i	3	5	1.2	-2	0	4.5	27	-7	5
Cc1ccc(S(=O)(=O)N2C[C@H]3[C@H]4C(=O)N(Cc5ccccc5)C(=O)[C@H]4CC(=O)[C@H]3[C@@H]2c2ccccc2F)cc1	i	-7	3	1.5	.	0	0.0	10	-2	11
O=C(CCSc1ccc(Cl)cc1)N1CCN(c2ncccn2)CC1	i	-2	-3	-0.4	-3	-7	-0.9	1	-3	-5
c1csc(-c2nc(N3CCOCC3)c3ccccc3n2)c1	i	7	-9	6.2	-24	1	-0.1	21	-7	-3
CN1CCN(c2ccc(S(=O)(=O)N3CCOCC3)cc2NC(=O)COc2ccc(C#N)cc2)CC1	i	2	-6	0.3	-10	-4	-0.1	18	4	-2
C=C(C)COc1ccc(-c2nc(N)ncc2Oc2ccccc2OCC)c(O)c1	i	-17	-5	5.1	10	-6	-0.7	9	14	6
O=C(CCCOc1ccc(Cl)cc1Cl)Nc1nnc(C2CC2)s1	i	8	0	-0.8	-4	4	-0.1	7	-2	-5
C=CCNC(=O)c1ccc(N(CC=C)S(C)(=O)=O)cc1	i	-4	-1	0.6	-5	-5	-0.5	-28	-4	1
CS(=O)(=O)N1CCCC(C(=O)NC2CCCCCCC2)C1 (stereo not drawn)	i	3	1	-1.0	-8	-6	-0.1	-8	2	3
CCCNc1c(NC(=O)c2ccc3c(c2)OCO3)c(=O)oc2ccccc12	i	0	0	-0.7	-8	1	0.0	0	-4	-6
CC1=NN(Cc2ccccc2)C(=O)C1	i	-17	1	-1.8	-14	4	-0.2	7	-3	-11
Cc1ccc(NC(=O)c2ccc(NCCCN3CCOCC3)c([N+](=O)[O-])c2)cc1Cl	i	-7	-18	-6.0	-3	4	-1.1	6	-9	1
O=S(=O)(c1cc(Cl)ccc1Cl)N1CCN(Cc2ccc3c(c2)OCO3)CC1	i	4	-2	0.9	-4	2	-0.2	16	-2	17
COCCNC(=S)N1CCN(S(=O)(=O)c2ccc(Cl)s2)CC1	i	2	1	0.3	-1	0	-0.4	-6	-4	-10
CCCn1c(=N)n(CC(=O)c2ccc(Cl)c(Cl)c2)c2ccccc21	i	-5	-2	3.1	7	0	1.0	13	-9	1
FC(F)(F)c1ccc(N=Cc2sc(N3CCOCC3)nc2-c2ccccc2)cc1	i	10	-1	-0.9	5	-2	0.1	5	-1	0
O=C(N1CCN(Cc2ccccc2)CC1)C(Cl)(Cl)Cl	i	4	-1	-1.2	5	-1	-0.4	10	-1	-1
CC1CN(C2CCN(S(=O)(=O)c3ccc(F)cc3)CC2)CC(C)O1 (stereo not drawn)	i	2	2	-3.3	-11	0	-1.6	-9	4	1
CC1(NC(=O)Nc2cccc3ccccc23)CCS(=O)(=O)C1 (stereo not drawn)	i	1	-3	-0.8	-3	-1	-0.6	2	-3	0
Cc1c(/C(O)=C2\C(=O)C(=O)N(CCN(C)C)C2c2cccnc2)cnn1-c1ccccc1 (stereo not drawn)	i	0	-3	-4.0	-6	0	-1.2	2	3	8
CCC(C)(C)n1nnnc1C(c1ccccn1)N1CCN(c2cccc(OC)c2)CC1 (stereo not drawn)	i	-3	-1	-1.5	-10	-2	-1.4	3	0	5
COc1ccc(/C=C(/NC(=O)c2ccco2)C(=O)Nc2ccc(C(C)=O)cc2)cc1	i	0	2	0.8	-6	2	-1.1	7	-6	2
COc1ccc(-n2cccc2/C=C/[N+](=O)[O-])cc1	i	-14	-3	1.6	-8	0	-0.2	-3	30	-23
O=C(O)[C@@H]1CCCN1c1ncnc2sc3c(c12)CCC3	i	0	-3	-2.0	-5	-2	-1.0	-13	-2	3
COc1ccc(CN(C)C(C)C(=O)Nc2ccc(S(=O)(=O)N3CCCCC3)cc2)cc1F (stereo not drawn)	i	-7	-1	1.0	-10	1	-0.5	-3	-2	1
Cc1ccc(-c2csc(C(O)c3ccc(F)c(F)c3)n2)cc1C (stereo not drawn)	i	0	-1	2.9	.	-1	-0.4	11	-2	4
O=C(Nc1ccc(N2CCN(C(=O)c3cccs3)CC2)cc1)c1ccc([N+](=O)[O-])o1	i	2	-39	1.1	.	-2	-0.5	-5	-1	9
CCN1CCN(C(=O)Cn2cnc3sc(C)c(S(=O)(=O)N4CCN(c5ncccn5)CC4)c3c2=O)CC1	i	-1	-3	1.7	-8	0	-0.1	-3	-8	11
COc1ccccc1CN(C)c1ccc(S(=O)(=O)N2CCN(C)CC2)cn1	i	4	-2	-1.3	-8	4	-0.3	-14	-3	2
CCN1C(=O)[C@H]2[C@@H](c3ccc(C)cc3)N3C(=O)N(c4ccc(C(F)(F)F)cc4)C(=O)[C@@]3(Cc3ccccc3)[C@H]2C1=O	i	4	1	0.8	-6	0	-0.3	2	5	16
CCOC(=O)CN1C(=O)C(Sc2n[nH]c(-c3cccc(C)c3)n2)CCc2ccccc21 (stereo not drawn)	i	-3	10	2.1	-4	5	0.8	9	-2	3
CC1(C)CC(NC(=O)c2ccc(Cl)cc2Cl)CC(C)(C)N1	i	1	-2	-0.4	-3	2	0.8	-4	-4	16
CCCn1c(=O)c(Cc2ccccc2)c(O)c2ccccc21	i	3	2	0.4	-10	2	-0.4	13	2	-16
O=C1C2CCCN2C(=S)N1c1ccc(Cl)cc1 (stereo not drawn)	i	-1	4	-0.5	4	-1	0.3	11	5	6
COc1cc(C2c3cc(O)c(OC)cc3CC(C(=O)O)C2CO)ccc1O (stereo not drawn)	i	1	25	-0.4	-4	1	-0.1	0	4	0
O=C(Nc1cccc(O)c1)C1CC(c2c(F)cccc2Cl)=NO1 (stereo not drawn)	i	0	-1	-0.1	-9	-2	0.1	8	1	-5
COc1cccc(Oc2cn[nH]c2-c2ccc(OC)cc2O)c1	i	-15	-1	3.6	-5	0	0.8	-4	-5	2
